CR mimetic SO: reduction of superoxide in aged yeast, primary screen, HTS; S. cerevisiae aged cells, superoxide DHE fluorescence; active compounds read low; superoxide response (% of plate mean), % at 10 µM; hit rate 0.18% among 330,000; AID 2690, 2010;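 active = superoxide response under a set limit, about three screen SD below normal, cut at about 65% in these data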;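 note: yeast aged for seven days with compound at 30 °C before DHE staining; 100% = average MFI of all compound-treated wells on the plate with controls excluded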
AGP1-GFP MLPCN: modulators of AGP1-GFP expression in yeast TOR pathway, primary screen, cell-based, multiplex flow cytometry, S. cerevisiae, MLPCN library; 3 h; GFP as percent of DMSO wells; GFP response vs DMSO, % at 10 µM; hit rate 0.02% among 320,000; AID 2066, 2009;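 active = GFP response relative to DMSO above a set limit, near screen average plus 3 SD, cut at about 150% in these data; inconclusive = fewer than 70 cells counted for the yeast strain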;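 note: median GFP channel fluorescence of the gated AGP1 strain per well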
LAP4 TOR yeast: modulators of LAP4-GFP expression in yeast, primary screen, S. cerevisiae, multiplex flow cytometry, MLPCN library; 3 h; median GFP as percent of DMSO wells; GFP response vs DMSO, % at 10 µM; hit rate 0.34% among 320,000; AID 2023, 2009;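 active = GFP response vs DMSO above a set limit, about the screen mean plus 3 SD, cut at about 150% in these data; inconclusive = under 70 cell events counted for the yeast strain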
MEP2 TOR yeast: modulators of MEP2-GFP levels in yeast, primary screen, S. cerevisiae, multiplex flow cytometry, MLPCN library; S. cerevisiae MEP2-GFP strain, 3 h; 100% = DMSO control level; hit rate 0.51% among 330,000; GFP response vs DMSO, % at 10 µM;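 active = GFP response versus DMSO above a set limit, roughly screen mean plus 3 SD, cut at about 180% in these data; inconclusive = fewer than 70 cells counted for a yeast strain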;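 note: median GFP fluorescence of the barcode-gated MEP2-GFP cells per well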
CIT2 TOR yeast: modulators of CIT2-GFP expression in yeast, primary screen, S. cerevisiae, GFP fusion, multiplex flow cytometry, MLPCN library; S. cerevisiae CIT2-GFP strain, 3 h; 100 means same as DMSO wells; GFP response vs DMSO, % at 10 µM; hit rate 0.065% among 320,000;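 active = GFP response relative to DMSO above a set limit, near the screen mean plus 3 SD, cut at about 150% in these data; inconclusive = Fewer than 70 cells measured for a yeast strain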;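 note: ratio of well median GFP fluorescence to mean of DMSO wells on the plate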
GRK2 inh: compounds blocking aptamer binding on GRK2 – biochemical, human GRK2, bead flow cytometry, HTS, primary screen; Beta-adrenergic receptor kinase 1 (Homo sapiens), P25098; FAM-aptamer displacement from GRK2; inhibition of aptamer binding, % at 10 µM; hit rate 0.59% among 330,000; AID 488847, 2010;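 active = inhibition of aptamer binding above 40%, roughly 3 SD of noise, on plates passing a quality check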;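 note: median bead fluorescence of bound FAM aptamer so fluorescent compounds give negative values; no value below 0 was filed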
VLA-4 inh: inhibition in human VLA-4 binding assay, primary screen, VLA-4 allosteric modulator project, MLPCN library, flow cytometry, VLA-4 expressing cells | Integrin alpha-4 (Homo sapiens), P13612 | ligand binding flow cytometry | inhibition, % (about 7 µM as worked out from the volumes in the protocol) | hit rate 0.2% among 330,000 | AID 2557, 2010; in the data active = inhibition above about 50%
Target sequence (P13612 whole entry, looked up): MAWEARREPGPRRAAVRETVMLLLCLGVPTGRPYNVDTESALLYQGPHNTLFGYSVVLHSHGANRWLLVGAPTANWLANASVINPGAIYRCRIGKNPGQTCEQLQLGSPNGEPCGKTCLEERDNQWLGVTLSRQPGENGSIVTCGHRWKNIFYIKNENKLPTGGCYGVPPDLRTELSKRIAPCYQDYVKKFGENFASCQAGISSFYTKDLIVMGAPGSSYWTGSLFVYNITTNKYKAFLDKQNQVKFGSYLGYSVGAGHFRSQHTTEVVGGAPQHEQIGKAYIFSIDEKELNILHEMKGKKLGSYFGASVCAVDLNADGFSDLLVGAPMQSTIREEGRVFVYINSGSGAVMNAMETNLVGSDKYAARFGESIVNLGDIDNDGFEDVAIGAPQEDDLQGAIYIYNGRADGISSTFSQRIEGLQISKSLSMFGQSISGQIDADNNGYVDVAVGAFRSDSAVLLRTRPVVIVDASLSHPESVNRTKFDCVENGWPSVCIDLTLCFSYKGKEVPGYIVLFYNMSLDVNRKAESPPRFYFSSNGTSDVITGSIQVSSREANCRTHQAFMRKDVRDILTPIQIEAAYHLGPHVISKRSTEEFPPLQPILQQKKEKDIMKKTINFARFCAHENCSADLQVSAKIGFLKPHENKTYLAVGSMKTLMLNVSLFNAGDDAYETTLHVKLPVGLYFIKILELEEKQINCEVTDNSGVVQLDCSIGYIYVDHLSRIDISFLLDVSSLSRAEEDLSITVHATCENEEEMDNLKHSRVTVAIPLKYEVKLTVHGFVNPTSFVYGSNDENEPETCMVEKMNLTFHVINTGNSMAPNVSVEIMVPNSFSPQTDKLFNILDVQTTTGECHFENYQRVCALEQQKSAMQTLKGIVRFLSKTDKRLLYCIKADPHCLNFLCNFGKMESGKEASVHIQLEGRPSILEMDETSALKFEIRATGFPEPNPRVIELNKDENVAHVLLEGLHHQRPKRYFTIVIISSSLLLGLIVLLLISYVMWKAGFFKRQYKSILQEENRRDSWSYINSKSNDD
RPL19A-GFP yeast: RPL19A-GFP expression modulators in yeast, primary screen, cell-based, S. cerevisiae, multiplex flow cytometry, MLPCN; percent response vs DMSO, % at 10 µM; hit rate 0.3% among 330,000; S. cerevisiae RPL19A-GFP strain, 3 h; active compounds read low;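 active = percent response vs DMSO below 50%; inconclusive = fewer than 70 events counted for the yeast strain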;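 note: median channel GFP fluorescence of the barcoded RPL19A-GFP strain; ratio of sample median GFP to plate DMSO average so 100% = DMSO; lower means less RPL19A-GFP as with rapamycin TOR inhibition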
* marks the source's active call; other numbers are inactive results; i = inactive; u = inconclusive; x = not tested or not shown; [ ] = another dose, or the depositor's remark.

SMILES	CR mimetic SO	AGP1-GFP MLPCN	LAP4 TOR yeast	MEP2 TOR yeast	CIT2 TOR yeast	GRK2 inh	VLA-4 inh	RPL19A-GFP yeast
CCCC(=O)OCC(=O)NC1CCCc2ccccc21 (stereo unspecified)	106	91	95	97	99	1	7	101
CCOc1ccc(/C=C/C(=O)NCCc2ccc(OC)c(OC)c2)cc1	94	101	90	84	97	0	5	99
COc1ccccc1N1CCN(C(=O)COc2cc(C)cc(C)c2)CC1	101	98	107	97	99	3	-6	101
NNC(=O)c1cncn1-c1ccc(F)cc1	105	84[may fluoresce red]	u	80[may fluoresce red]	87[may fluoresce red]	0	8	u
O=C(N/N=C/c1ccc2ncccc2c1)c1cccc([N+](=O)[O-])c1	100	93	90	103	96	1	-3	96
C=CCOc1nc2c(c(=O)n(C)c(=O)n2C)n1Cc1ccc(Cl)cc1	91	92	88	90	87	0	-3	98
CCC(=O)N1CCc2cc(S(=O)(=O)CCC(=O)Nc3ccc(OC)cc3)ccc21	85	u	77[may fluoresce violet]	132[may fluoresce violet]	u	4	1	20*[may fluoresce violet]
Cc1ccccc1NC(=O)COc1ccccc1C	83	99	90	117	105	3	13	107
CC1=C(C(=O)OCC2CCCO2)C(c2ccccc2)C2=C(CC(C)(C)CC2=O)N1 (stereo unspecified)	116	104	100	97	99	2	14	98
CC1CCc2[nH]c3ccc(C(=O)N(C)CC(=O)Nc4ccccc4Br)cc3c2C1 (stereo unspecified)	105	102	91	74	85	1	-2	84
CCc1ccc(CNc2ccc(O)cc2)cc1	108	93	91	98	84	4	6	93
Clc1nnc(Cl)c2c1ncn2Cc1ccccc1	80	102	98	107	105	0	2	105
CCc1ccc(NC(=O)CC2C(=O)N(c3cccc(C)c3)C(=O)N2C2CC2)cc1 (stereo unspecified)	92	99	107	96	120	0	-9	94
COc1ccc(/C(C)=N/OC/C(O)=C(\C#N)c2nc3ccccc3[nH]2)cc1OC	104	105	99	107	x	0	-2	105
CCN(CC)c1ccc(N=Cc2ccccc2[N+](=O)[O-])cc1	104	95	84	100	105	6	-1	104
CC(C)N(C(=O)Cn1cc(SCC(=O)NCC2CCCO2)c2ccccc21)C(C)C (stereo unspecified)	101	94	91	98	99	3	3	99
O=C(CCC(=O)N1CCSc2ccccc21)NCc1ccccc1	94	106	104	103	111	0	-6	100
CC(=O)NC1(C(F)(F)F)C(=O)Nc2c1c(=O)[nH]c(=O)n2CC(C)C (stereo unspecified)	91	94	96	92	90	0	2	94
O=C(Cn1nnc2ccccc21)NNC(=O)c1ccccc1	80	106	108	96	108	1	12	99
CN(C(=O)COC(=O)c1ccc(Cl)c(N)c1)c1ccccc1	97	95	97	99	96	2	33	99
Cc1ccc(Cn2cccc(NC(=O)NC3CCCCC3)c2=O)cc1	102	98	97	98	106	8	11	98
CCN(CC)c1ccc(/C=C2\C(=O)c3ccc(C(=O)O)cc3C2=O)cc1	114	116	235*	323*	228*	14	i	115
O=C(Cn1nnc(-c2ccc(F)cc2)n1)Nc1ccc2c(c1)OCCO2	97	95	98	97	92	1	-8	94
COc1ccc(F)cc1S(=O)(=O)NCC(=O)NCc1cc(=O)n(C)c(=O)n1C	71	97	90	93	102	1	0	96
Cc1nc(SCC(=O)c2ccc(F)c(F)c2)[nH]c(=O)c1Oc1ccc(Cl)cc1	96	x	x	96	x	1	-3	98
CC(C)c1nnc(NC(=O)C2CCCN2S(=O)(=O)c2ccc(Cl)cc2)s1 (stereo unspecified)	103	105	101	101	100	2	-5	100
CCc1sc(C(=O)Nc2ccc(N3CCOCC3)cc2)cc1C	118	91	101	103	84	5	-1	95
Cc1cccc(S(=O)(=O)c2c(C)cc(C)nc2Cl)c1	87	97	100	94	93	0	-32	95
CCN(CC)S(=O)(=O)c1ccc(-c2nnc(SCC(=O)Nc3cc(OC)cc(OC)c3)o2)cc1	107	95	101	96	99	0	5	98
CCCCC(=O)Nc1ccc(C)c(O)c1	105	101	98	108	98	0	7	98

Single records, as listed above:
`CC(C)c1nnc(NC(=O)C2CCCN2S(=O)(=O)c2ccc(Cl)cc2)s1` (stereo unspecified) across the screens: CR mimetic SO = 103; AGP1-GFP MLPCN = 105; LAP4 TOR yeast = 101; MEP2 TOR yeast = 101; CIT2 TOR yeast = 100; GRK2 inh = 2; VLA-4 inh = -5; RPL19A-GFP yeast = 100
`O=C(Cn1nnc(-c2ccc(F)cc2)n1)Nc1ccc2c(c1)OCCO2` across the screens: CR mimetic SO = 97; AGP1-GFP MLPCN = 95; LAP4 TOR yeast = 98; MEP2 TOR yeast = 97; CIT2 TOR yeast = 92; GRK2 inh = 1; VLA-4 inh = -8; RPL19A-GFP yeast = 94
`CCN(CC)S(=O)(=O)c1ccc(-c2nnc(SCC(=O)Nc3cc(OC)cc(OC)c3)o2)cc1` across the screens: CR mimetic SO = 107; AGP1-GFP MLPCN = 95; LAP4 TOR yeast = 101; MEP2 TOR yeast = 96; CIT2 TOR yeast = 99; GRK2 inh = 0; VLA-4 inh = 5; RPL19A-GFP yeast = 98

Additional records
SMILES	CR mimetic SO	AGP1-GFP MLPCN	LAP4 TOR yeast	MEP2 TOR yeast	CIT2 TOR yeast	GRK2 inh	VLA-4 inh	RPL19A-GFP yeast
COc1ccc(C(=O)CN(C(=O)c2ccc(Cl)cc2)N2C(=O)C3CCCCC3C2=O)cc1 (stereo unspecified)	101	96	87	101	x	0	1	102
CC(=O)Nc1ccc(S(=O)(=O)N2CCNC(=O)C2)cc1	98	109	112	101	103	1	17	100
Cc1ccc(S(=O)(=O)N2CCC(NC(=O)C3CCCCC3)CC2)cc1	94	98	105	105	98	1	14	103
O=C(Nc1ccncc1)c1cccc(S(=O)(=O)N2CCOCC2)c1	95	94	95	96	95	0	-6	90
CC(=O)Nc1ccc(S(=O)(=O)N2CCC(C(=O)NC3CC3)CC2)cc1	96	99	98	112	103	0	9	102
COc1cccc2[nH]c3c(N4CCCCC4)ncnc3c12	105	84	99	109	116	0	4	101
O=C(Nc1ccc(S(=O)(=O)N2CCCC2)cc1)c1cccs1	95	101	112	101	97	0	22	97
O=[N+]([O-])c1ccc(N2CCN(Cc3cccc([N+](=O)[O-])c3)CC2)cc1	100	99	92	98	102	4	-8	102
O=C(Nc1ccc(OC(F)F)cc1)c1cc(S(=O)(=O)N2CCCCC2)ccc1N1CCOCC1	101	103	91	87	93	4	18	97
CCCSc1ccc([C@@H]2[C@H]3C(=O)N(CC)C(=O)[C@H]3[C@]3(C(=O)OC)CCCN23)cc1	110	89	91	104	85	0	-17	98

Molecules above with a nitro group on carbon, in the order listed:
SMILES	CR mimetic SO	AGP1-GFP MLPCN	LAP4 TOR yeast	MEP2 TOR yeast	CIT2 TOR yeast	GRK2 inh	VLA-4 inh	RPL19A-GFP yeast
O=C(N/N=C/c1ccc2ncccc2c1)c1cccc([N+](=O)[O-])c1	100	93	90	103	96	1	-3	96
CCN(CC)c1ccc(N=Cc2ccccc2[N+](=O)[O-])cc1	104	95	84	100	105	6	-1	104
O=[N+]([O-])c1ccc(N2CCN(Cc3cccc([N+](=O)[O-])c3)CC2)cc1	100	99	92	98	102	4	-8	102

The listing picks up; the 4 compounds before the break are reprinted first.
SMILES	CR mimetic SO	AGP1-GFP MLPCN	LAP4 TOR yeast	MEP2 TOR yeast	CIT2 TOR yeast	GRK2 inh	VLA-4 inh	RPL19A-GFP yeast
O=C(Nc1ccc(S(=O)(=O)N2CCCC2)cc1)c1cccs1	95	101	112	101	97	0	22	97
O=[N+]([O-])c1ccc(N2CCN(Cc3cccc([N+](=O)[O-])c3)CC2)cc1	100	99	92	98	102	4	-8	102
O=C(Nc1ccc(OC(F)F)cc1)c1cc(S(=O)(=O)N2CCCCC2)ccc1N1CCOCC1	101	103	91	87	93	4	18	97
CCCSc1ccc([C@@H]2[C@H]3C(=O)N(CC)C(=O)[C@H]3[C@]3(C(=O)OC)CCCN23)cc1	110	89	91	104	85	0	-17	98
COc1c2ccoc2c(OC[C@@H](O)C(C)(C)O)c2oc(=O)ccc12	103	86	103	95	83	0	16	103
O=C(NCC(c1ccco1)N1CCc2ccccc21)c1ccc([N+](=O)[O-])cc1 (stereo unspecified)	98	113	105	100	103	0	13	99
O=C(COc1ccc(S(=O)(=O)N2CCOCC2)cc1)Nc1ccccc1F	96	105	101	97	100	0	-2	93
Cc1ccc(C2=NC(C(F)(F)F)(C(F)(F)F)c3c(n(-c4ccc(F)cc4)c(=O)[nH]c3=O)N2)cc1	94	105	97	98	115	4	-2	108
CC(Oc1cccc(Cl)c1)C(=O)Nc1ccc(S(=O)(=O)Nc2ncccn2)cc1 (stereo unspecified)	86	112	105	97	100	3	-1	101
Fc1ccccc1NC(=S)N(CCN1CCCCCC1)Cc1cccs1	100	105	102	103	105	0	2	100
O=C(CSc1nnc(CNC(=O)c2ccccc2)o1)c1ccccc1	90	92	97	92	92	3	29	92
CC(C)c1ccccc1OCC(=O)NN1C(=O)c2ccccc2C1=O	103	95	101	96	84	0	0	92
Cc1ccc(S(=O)(=O)N(CC(=O)NCc2ccccn2)c2ccc(Cl)cc2)cc1	90	101	98	96	103	0	-11	102
COc1ccc(N2C(=O)C3CCCN3C2c2ccc(C)cc2)cc1Cl (stereo unspecified)	106	99	103	97	95	0	2	99
CC(C)(C)SCCNC(=O)CN(c1ccccc1)S(=O)(=O)c1ccccc1	107	91	81	93	91	2	2	92
CCOC(=O)c1sc(NS(=O)(=O)c2ccc(F)cc2)nc1C	95	92	93	101	92	2	5	92
